Compound activity from PubChem.
RAD52 inh: RAD52 (human) annealing inhibition; P43351; recombinant RAD52 DNA annealing, FRET fluorescence; inhibition, % at 18.7 µM; 360,000 tested, 0.46% active; AID 651710;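 active means every replicate showing at least 50% inhibition; inconclusive means mean inhibition at least 50% but not in every replicate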
Target sequence (P43351 whole entry, looked up): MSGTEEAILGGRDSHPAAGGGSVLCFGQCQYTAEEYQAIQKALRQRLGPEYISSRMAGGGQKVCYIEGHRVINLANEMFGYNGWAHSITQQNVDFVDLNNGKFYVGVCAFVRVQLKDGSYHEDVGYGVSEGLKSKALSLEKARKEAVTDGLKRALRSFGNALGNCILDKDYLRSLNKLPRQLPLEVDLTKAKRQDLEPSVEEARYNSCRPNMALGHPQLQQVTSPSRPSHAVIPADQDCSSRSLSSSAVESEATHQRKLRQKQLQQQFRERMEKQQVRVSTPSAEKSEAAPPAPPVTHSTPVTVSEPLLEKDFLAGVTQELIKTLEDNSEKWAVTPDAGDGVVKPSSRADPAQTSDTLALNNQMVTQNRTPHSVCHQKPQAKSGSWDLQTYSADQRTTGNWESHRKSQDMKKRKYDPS
ERAP1 HTS inh: inhibitors of human ERAP1 aminopeptidase; Q9NZ08; recombinant ERAP1, Leu-AMC fluorescence, 60 min; inhibition, % at 10.7 µM; 340,000 tested, 0.15% active; AID 652197;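 active means mean replicate inhibition of at least 30%, or all replicates individually reaching that 30% level; inactive means mean below 30% and not every replicate reaching it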;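 further: 0% = neutral control wells and 100% = L-leucinethiol positive control wells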
E-selectin induc: E-selectin induction on HUVECs; P16581; HUVEC E-selectin immunofluorescence imaging; normalized: neutral wells 0, TNF-alpha wells 100; activation, % at 7.58 µM; 260,000 tested, 0.37% active; AID 686992;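 active means mean E-selectin-positive cell signal at least 10% of the positive control, reached in at least 60% of replicates, without over 20% cell loss; inconclusive means no rule given, readout overlaps actives, possibly toxicity-flagged; inactive means the rest, including those meeting only one limit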;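 further: in these data hits start at about 27%; measured in HUVEC primary endothelial cells; signal is the percent of cells scored E-selectin positive by PE staining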
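Read-out: % PE-positive cells | Test system: HUVEC | Doses: One compound dose added by pin transfer | Buffer or medium: EGM-2 over gelatin coat | Signal: Immunofluorescence imaging | Benchmarks: TNF-alpha, DMSO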
RAD54 inh: inhibitors of human RAD54 branch migration; Q92698; RAD54 Holliday junction branch migration, FAM/BHQ fluorescence; 360,000 tested, 0.14% active; inhibition, % at 10.4 µM;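 active means mean normalized replicate activity at least 40 and at least half of replicates scoring 40 or more; inconclusive means only one of the two criteria met; inactive means mean below 40 and under half of replicates reaching 40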;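 further: 0% = median of neutral control wells and 100% = median of positive control wells; inhibitors cause a drop in the FAM fluorescence signal; in these data hits start at about 50%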
esBAF inh: blocks esBAF chromatin remodeling in mouse ES cells | Bmi1-luciferase knock-in reporter, 24 h; 100% = twice the neutral-well signal | reporter increase, % at 12.5 µM | 350,000 tested, 2% active | AID 602393; in the data active means activation above about 40%; inconclusive means no clear call, values can overlap the other calls;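 further: 0% = median of the plate's neutral control wells and 100% = double that signal; a rise in the Bmi1 reporter signal indicates esBAF inhibition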
S100A4 MyoIIA: inhibitors of human S100A4 binding to myosin IIA peptide; 360,000 tested, 0.14% active; P26447; S100A4/TAMRA-MyoIIA peptide fluorescence polarization; inhibition, % at 10.7 µM;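 active means mean inhibition of at least 70% across replicates, with every replicate also reaching that level; inconclusive means mean inhibition reaches 70% but some replicates fall short; inactive means mean inhibition below 70%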
Target sequence (P26447 whole entry, looked up): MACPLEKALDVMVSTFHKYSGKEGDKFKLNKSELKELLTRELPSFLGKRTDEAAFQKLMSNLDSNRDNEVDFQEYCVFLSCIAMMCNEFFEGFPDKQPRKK
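assay system = human S100A4 monomer with TAMRA-labelled myosin IIA peptide | also added = labelled myosin peptide probe, 5 nM | incubation = 5 min between mix addition and reading | control set = DMSO and TFP controls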
ERp5 block: ERp5 (human) disulfide isomerase inhibition | Q15084 | ERp5 insulin aggregation, absorbance 650 nm, 90 min | inhibition, % at 9.99 µM | 350,000 tested, 0.05% active;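 active means mean replicate inhibition above about 25%, with every replicate also reaching it, limit read from the data, passing the limit was not always enough; inconclusive means only one of those two criteria met; inactive means neither criterion met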
Target sequence (Q15084 whole entry, looked up): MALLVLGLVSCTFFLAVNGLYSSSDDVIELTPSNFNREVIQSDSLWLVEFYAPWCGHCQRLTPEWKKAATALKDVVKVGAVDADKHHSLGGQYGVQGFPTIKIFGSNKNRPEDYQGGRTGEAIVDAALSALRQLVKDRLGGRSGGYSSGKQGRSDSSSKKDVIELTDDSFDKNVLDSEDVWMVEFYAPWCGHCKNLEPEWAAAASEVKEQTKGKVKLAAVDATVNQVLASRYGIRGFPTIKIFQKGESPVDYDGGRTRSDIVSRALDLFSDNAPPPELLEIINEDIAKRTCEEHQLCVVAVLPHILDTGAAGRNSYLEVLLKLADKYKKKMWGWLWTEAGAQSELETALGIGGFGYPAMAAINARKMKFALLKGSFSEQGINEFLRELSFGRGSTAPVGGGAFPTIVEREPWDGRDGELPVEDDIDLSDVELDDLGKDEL
Xi reactivation: X-chromosome reactivation activator; activation, % at 7.58 µM; 360,000 tested, 0.055% active; XiGFP mouse fibroblasts, % GFP-positive cells imaging, 3 d; cells co-treated with 5-aza-dC sensitizer; scaled so ellipticine positive control = 100%;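 active means mean normalized replicate activation at least 10% and every replicate at or above 10%; inconclusive means only one of the two criteria met; inactive means mean below 10% and not all replicates reach 10%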;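 further: 0% = median of on-plate neutral control wells and 100% = ellipticine 6 µM median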
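System: XiGFP fibroblasts, SV40-immortalized. Medium: DMEM plus 5-aza-dC sensitizer. Doses: single point. Timing: 3 d treatment, 15 min room-temperature fixation. Control set: ellipticine 6 µM.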
An asterisk follows results filed as active; ? = inconclusive; nt = not tested or not shown.

Values in the order: RAD52 inh	ERAP1 HTS inh	E-selectin induc	RAD54 inh	esBAF inh	S100A4 MyoIIA	ERp5 block	Xi reactivation
#1 CCC(=O)N(C)C[C@H]1Oc2cc(C#CC3CCCC3)ccc2S(=O)(=O)N([C@H](C)CO)C[C@H]1C
→ -3	3	0.0	-4	9	-2	9	-1.2
#2 CCOC1=C2CN(S(=O)(=O)c3ccc(C)cc3)[C@H](c3ccccc3)C[C@@H]2N(S(=O)(=O)c2ccc(C)cc2)[C@H](c2cccc(C)c2)C1
→ -22	-3	-1.7	-5	-8	-5	-3	nt
#3 NC(=O)c1ccc(NC(=O)Cn2c(=O)n(-c3ccccc3)c(=O)c3oc4ccccc4c32)cc1
→ -9	-3	nt	nt	nt	1	-6	0.0
#4 Cc1noc(C)c1NC(=O)Nc1ccc2c(c1)C(=O)N(C)[C@@H]1CC[C@@H](CC(=O)N[C@@H]3CCN(Cc4ccccc4)C3)O[C@@H]1CO2
→ 3	2	0.1	-5	1	-55	3	0.0
#5 Cc1ccc(S(=O)(=O)c2nnn3c2nc(NCCCN2CCCC2=O)c2ccccc23)cc1C
→ -4	0	2.3	-23	-6	-1	1	0.0
#6 COC(=O)c1ccc(C(C2C(=O)CC(C)(C)CC2=O)C2C(=O)CC(C)(C)CC2=O)cc1
→ -8	nt	5.3	nt	-3	0	1	-0.1
#7 C=CCN(CC(=O)c1sc(C(=O)OCC)nc1C)c1cccc(Br)c1
→ -15	3	2.2	3	nt	3	-1	-0.2
#8 NC(=O)CC(NC(=O)c1ccccc1)c1ccc(N2CCN(c3ccccc3)CC2)c([N+](=O)[O-])c1 (configuration not stated)
→ -2	3	nt	-4	-2	-1	1	0.0
#9 C[C@H](CO)N1C[C@H](C)[C@@H](CN(C)C)Oc2ccc(NS(=O)(=O)c3cn(C)cn3)cc2C1=O
→ 3	0	-11	10	-1	-1	-4	-0.4
#10 O=C(NC1=NCCS1)c1sc2ccccc2c1Cl
→ 9	6	nt	-3	?	2	-1	nt
#11 COCCN(CCOC)Cc1cc(=O)oc2cc(C)cc(C)c12
→ -10	0	-0.2	-5	-4	-1	-8	0.0
#12 COc1cc(OC)cc(C(=O)NCCCn2ccnc2)c1
→ 1	1	nt	-1	-1	15	-2	-0.1
#13 COc1ccc(C(=O)NC(C)c2nc3ccccc3[nH]2)cc1OC (configuration not stated)
→ -9	-2	nt	2	-10	-5	7	nt
#14 C[C@@H]1CCCCO[C@H](CN(C)S(=O)(=O)c2ccc(Cl)cc2)[C@H](C)CN([C@H](C)CO)C(=O)c2cc(NC(=O)Cc3ccccc3)ccc2O1
→ 33	2	0.1	6	1	13	-2	-0.1
#15 COC(=O)c1sc(N2C(=O)C(O)=C(C(=O)c3ccc(C)o3)C2c2cc(OC)ccc2OC)nc1C (configuration not stated)
→ -56	1	nt	2	-2	-7	-7	0.0
#16 O=C(Nc1ccc(F)cc1)C1CCN(S(=O)(=O)c2cccs2)CC1
→ -6	-3	nt	nt	nt	-14	3	0.0
#17 C[C@H](CO)N1C[C@H](C)[C@H](CN(C)Cc2ccc(-c3ccccc3)cc2)Oc2ncc(C#C[C@@H](C)O)cc2C1=O
→ 22	-4	2.0	-6	0	-33	4	0.4
#18 CO[C@H]1CN(C)C(=O)c2ccc(NC(=O)c3cccc(F)c3)cc2OC[C@H](C)N(C)C[C@@H]1C
→ 6	4	0.1	nt	nt	3	9	0.0
#19 CN(CCO)S(=O)(=O)c1ccc2c(c1)C(=NN)c1cc(S(=O)(=O)N(C)CCO)ccc1-2
→ -6	0	-0.1	1	-3	5	-14	0.4
#20 COc1ccccc1-c1sc2ccccc2c1-c1ccc(O)cc1
→ -10	nt	-0.7	2	1	-3	-2	0.0
#21 CCc1ccc(NC(=S)N(CCN2CCOCC2)Cc2ccccc2F)cc1
→ -3	1	11	nt	nt	-4	2	0.3
#22 Cc1c(C(=O)OCC(=O)Nc2c(C)n(C)n(-c3ccccc3)c2=O)oc2ccccc12
→ -5	0	nt	nt	nt	0	-1	0.1
#23 COc1ccc(NC(=O)Nc2cccc3c2O[C@@H](CN(C)C(=O)Nc2ccc(OC)cc2)[C@H](C)CN([C@@H](C)CO)C3=O)cc1
→ -6	-3	-0.1	-2	-6	-8	14	0.0
#24 Cc1cc(C)c2c(SC(C)C)nc(N)nc2n1
→ -38	2	-0.1	-41	-1	-2	0	0.0
#25 COc1ccccc1C#Cc1ccc([C@H]2[C@@H](C#N)N(C(=O)C3CCCC3)[C@H]2CO)cc1
→ -179	-2	-0.1	nt	nt	-8	-6	0.1
#26 CCC(C)Sc1nc2c([nH]c3ccccc32)c(=O)n1C (configuration not stated)
→ -12	-1	0.4	-2	5	1	1	0.0
#27 COc1ccc2c3c([nH]c2c1)[C@H](CO)N(C(=O)c1cccnc1)CC31CN(C(=O)Nc2cccc(F)c2)C1
→ -9	nt	0.2	nt	nt	nt	-5	0.0
#28 O=[N+]([O-])c1cc(-c2n[nH]c(-c3ccccc3)n2)cc([N+](=O)[O-])c1
→ -5	-2	nt	1	1	-9	1	nt
#29 C[C@H]1CCCCO[C@@H](CN(C)S(=O)(=O)c2ccc(F)cc2)[C@@H](C)CN([C@@H](C)CO)C(=O)c2cc(NS(=O)(=O)c3cn(C)cn3)ccc2O1
→ -32	2	nt	3	-6	39	0	-0.1
#30 CC(=O)C1=C(O)C(=O)N(CCC(=O)O)C1c1ccccc1[N+](=O)[O-] (configuration not stated)
→ -16	3	nt	nt	-10	2	-3	0.3
#31 O=C(C[C@H]1C[C@H]2c3cc(NC(=O)c4cccnc4)ccc3O[C@H]2[C@@H](CO)O1)NCc1ccccn1
→ -23	-3	-0.1	0	-3	-3	-3	0.6
#32 COc1cccc(OC)c1/C(O)=C(\C#N)c1nc2ccccc2[nH]1
→ -19	1	nt	nt	2	2	-13	nt
#33 COc1cc(CC(=O)OCC(=O)NC2CCCCC2)cc(OC)c1OC
→ -11	-3	0.0	2	nt	-6	1	0.0
#34 C[C@H]1CN([C@@H](C)CO)C(=O)c2cccc(NC(=O)Nc3ccc4c(c3)OCO4)c2O[C@H]1CN(C)S(=O)(=O)c1cccs1
→ 0	2	0.3	0	0	-3	3	0.0
#35 O=C(N=Nc1c(O)[nH]c2ccc([N+](=O)[O-])cc12)c1ccccc1Cl
→ -15	nt	0.7	-7	9	-4	3	-0.2
#36 CNC(=O)NC(=O)CSc1nc(-c2cccs2)c(C#N)c(=O)[nH]1
→ -16	0	nt	nt	nt	-3	2	0.1
#37 Cc1ccc(S(=O)(=O)Nc2ccc3c(c2)CC(=O)N([C@@H](C)CO)C[C@H](C)[C@@H](CN(C)S(=O)(=O)c2ccc(Cl)cc2)O3)cc1
→ nt	nt	0.4	-8	0	nt	nt	-0.7
#38 C[C@@H]1CCCCO[C@@H](CN(C)C)[C@H](C)CN([C@@H](C)CO)C(=O)c2cc(NS(=O)(=O)c3cccs3)ccc2O1
→ -15	-13	0.3	7	1	-5	2	0.2
#39 COc1ccccc1Nc1nnc(SCc2cc(=O)n3cc(C)ccc3n2)s1
→ -23	0	nt	7	3	-3	4	0.1
#40 Cc1ccc(-c2cc(C(=O)N3CCCCCC3)no2)cc1
→ -8	-5	0.0	6	-5	-1	0	0.0
#41 O=C(OCc1ccccc1)N1CCN(C(c2ccnc3ccccc23)c2nnnn2-c2ccc3c(c2)OCCO3)CC1 (configuration not stated)
→ -8	0	-0.1	nt	nt	5	-1	0.1
#42 Cc1ccc(OCCCCN2CCCCC2)cc1
→ -18	-3	nt	-10	-6	-4	2	0.3
#43 CO[C@@H](CN(C)C(=O)c1ccc2c(c1)OCO2)[C@H](C)CN([C@H](C)CO)S(=O)(=O)c1ccc(C)cc1
→ 3	2	0.0	2	0	-9	-2	0.0
#44 C[C@H](CO)N1C[C@H](C)[C@@H](CN(C)Cc2ccc(Oc3ccccc3)cc2)Oc2ccc(NC(=O)CCCN(C)C)cc2CC1=O
→ 57*	3	nt	15	-3	1	0	0.0
#45 CN(c1ccccc1)S(=O)(=O)c1ccc(C(=O)Nc2ncccc2O)cc1
→ -16	0	0.0	nt	-7	0	-15	0.0
#46 O=C(C[C@H]1C=C[C@H](NC(=O)Nc2cc(F)ccc2F)[C@H](CO)O1)Nc1ccc(-c2ccccc2)cc1
→ -5	1	1.0	-3	6	2	nt	0.7
#47 Cc1noc(C)c1NC(=O)N(C)C[C@@H]1Oc2ccc(NC(=O)Nc3cccc4ccccc34)cc2CC(=O)N([C@@H](C)CO)C[C@H]1C
→ -1	1	0.0	5	-4	-9	-1	-1.3
#48 COc1ccc(/C=N\NC(=O)CNC(=O)C(c2ccccc2)c2ccccc2)cc1[N+](=O)[O-]
→ -14	1	nt	nt	1	-3	-1	0.2
#49 CCc1nc(N2[C@H](C#N)[C@@H](c3ccccc3-c3ccc(F)cc3)[C@H]2CO)sc1C
→ 4	3	0.0	nt	nt	19	3	0.0
#50 Cc1ccc(-c2noc(CNC(=O)COc3ccccc3C)n2)cc1
→ -4	3	nt	4	14	-3	-2	0.2
#51 COc1cccc(CC(=O)N2CCCC(CO)(Cc3ccc(F)cc3F)C2)c1 (configuration not stated)
→ -13	-1	0.0	-11	12	-1	2	0.5
#52 O=C(Cn1cnc(Cl)c1Cl)c1ccccc1
→ -2	-1	nt	6	-4	1	0	0.0
#53 COc1cccc(/C=C/C(=O)OCC(=O)Nc2ccc3c(c2)OCCO3)c1
→ 3	5	0.2	-2	1	4	4	0.1
#54 O=C(C1CCC1)N1CC2(C1)[C@@H](c1ccccc1)[C@@H](CO)N2Cc1nccs1
→ -6	0	0.0	nt	nt	0	10	0.0
#55 COc1ccc(CNCCS(=O)(=O)NCc2ccc(OC)cc2)cc1
→ -15	4	0.3	3	-3	-3	1	-0.3
#56 O=C(NCc1ccncc1)c1cccc(S(=O)(=O)Nc2ccc(SC(F)F)cc2)c1
→ -8	0	1.2	nt	nt	28	-6	-0.1
#57 C=C1C(=O)[C@@]23[C@H](O)C[C@@H]4C(C)(C)CC[C@H](O)[C@@]4(C)[C@@H]2CC[C@@H]1[C@H]3O
→ -9	1	4.5	1	-25	-2	-1	-0.1
